# Bioassay records from PubChem BioAssay.
# UHRF1 MBD2 ctr – UHRF1 methylated DNA binding inhibitors, primary screen, counter-screen for MBD2 inhibitor project, biochemical, TR-FRET, human UHRF1, single concentration. UHRF1 binding to methylated oligo. 370,000 tested, 0.75% active. inhibition, % at 4.4 µM. E3 ubiquitin-protein ligase UHRF1 (Homo sapiens), Q96T88. AID 687016, 2013; in the data active = inhibition above about 21%;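 also: UHRF1 SRA domain binding a hemimethylated CpG hairpin DNA probe; 0% = median of test compound wells and 100% = reference inhibitor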
# TCR-CD3 inh – inhibitors of human TCR-CD3 interaction, primary screen, biochemical, fluorescence, TAMRA-labeled TCR probe. T-cell receptor (TCR). inhibition, % at 9.4 µM. 360,000 tested, 0.37% active. AID 651800, 2012; in the data active = inhibition above about 19%;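 also: recombinant mutant TCR 2C K166C tagged with TAMRA read by polarization; 0% = receptor in buffer alone and 100% = receptor with positive control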
# PG9 binder – binders of HIV-1 gp120 antibody PG9, primary screen, biochemical, TR-FRET; HIV-1 gp120 / PG9 antibody interaction; TR-FRET gp120-PG9 antibody binding; inhibition, % at 6.7 µM; 360,000 tested, 0.43% active; in the data active = inhibition above about 8.5%
# MBD2 DNA inh – inhibitors of MBD2 binding to methylated DNA, primary screen, biochemical, TR-FRET, DNA-binding domain, human; MBD2 binding to methylated oligonucleotide; inhibition, % at 4.4 µM; 370,000 tested, 0.31% active; AID 686964, 2013; in the data active = inhibition above about 13%
# Target sequence (Q9UBB5 whole entry, looked up, the tested form may be a part): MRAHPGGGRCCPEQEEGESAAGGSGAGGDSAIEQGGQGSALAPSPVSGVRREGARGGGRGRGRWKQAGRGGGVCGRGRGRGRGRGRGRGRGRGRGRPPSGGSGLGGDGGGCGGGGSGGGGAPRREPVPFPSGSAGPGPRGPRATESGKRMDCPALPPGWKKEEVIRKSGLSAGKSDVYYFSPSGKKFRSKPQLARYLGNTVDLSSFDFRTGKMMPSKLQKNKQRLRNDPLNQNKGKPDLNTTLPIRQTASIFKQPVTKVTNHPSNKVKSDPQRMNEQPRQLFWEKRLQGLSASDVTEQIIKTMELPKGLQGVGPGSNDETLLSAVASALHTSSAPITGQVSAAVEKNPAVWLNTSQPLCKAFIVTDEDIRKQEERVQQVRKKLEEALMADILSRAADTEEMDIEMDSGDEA
# PRMT1 inh – PRMT1 methyltransferase inhibitors, primary screen, biochemical, fluorescence polarization; Protein arginine N-methyltransferase 1 (Homo sapiens), Q99873; recombinant PRMT1, activity-based probe fluorescence polarization; inhibition, % at 2.79 µM; 370,000 tested, 1.3% active; AID 652257, 2013;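 active = inhibition above about 21% made by adding two undisclosed values, limit read from the data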
# HTRA1 inhibitor – HTRA1 serine protease inhibitors, primary screen, biochemical, fluorescence polarization, HTS | Q92743 | recombinant HTRA1, FP-rhodamine activity-based probe | inhibition, % at 5.96 µM | 340,000 tested, 0.5% active | AID 504803, 2011; in the data active = inhibition above about 36%;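 also: 0% = enzyme with DMSO and 100% = wells lacking enzyme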
# NR1D1 modulator – modulators of Rev-erb alpha DNA binding, primary screen, biochemical, FITC-DNA, fluorescence polarization, uHTS | Nuclear receptor subfamily 1 group D member 1 (Homo sapiens), P20393 | Rev-erbα–FITC-DNA binding, 90 min | activity, % at 10 µM | 370,000 tested, 0.79% active | AID 1259318, 2017;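 active = activity above about 14%, limit read from the data; passing the limit was not always enough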;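 also: 0% = DMSO wells with 35 nM protein and 100% = DMSO wells with 750 nM protein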
# rCAG binder – binders of r(CAG) RNA repeats, primary screen, biochemical, fluorescence | 370,000 tested, 1.3% active | inhibition, % at 3 µM | r(CAG) RNA repeat, TO-PRO-1 dye displacement fluorescence;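 active = inhibition above the plate cutoff, the mean of all test compounds on that plate plus 3 SD, cut at about 35% in these data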;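 also: 0% = DMSO alone and 100% = 100 µM mitoxantrone as full dye displacement; higher means more dye released from RNA so lower well fluorescence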
# LEDGF integ inh – blockers of LEDGF/p75-dependent integrase strand transfer – biochemical, TR-FRET, high throughput, primary screen. HIV-1 integrase (with human LEDGF/p75). TR-FRET IN-LEDGF/p75 DNA integration, Eu/Cy5. inhibition, % at 3.7 µM. 370,000 tested, 0.64% active. AID 743269, 2014;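 active = inhibition above the screen-wide mean plus 3 SD, cut at about 13% in these data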;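 also: signal is the Cy5 over europium emission ratio at 671 and 618 nm; 0% = plate median of compound wells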
# mABHD4 FP – ABHD4 inhibitors, primary screen, biochemical, fluorescence polarization, mouse. 370,000 tested, 0.54% active. (Lyso)-N-acylphosphatidylethanolamine lipase (Mus musculus), Q8VD66. purified mABHD4, FP-Rh probe fluorescence polarization. inhibition, % at 8.92 µM;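 active = inhibition exceeding the mean over every tested compound plus 3 SD, cut at about 30% in these data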;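 also: 0% = plate median of compound wells and 100% = S159A mutant with DMSO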
# Target sequence (Q8VD66 whole entry, looked up): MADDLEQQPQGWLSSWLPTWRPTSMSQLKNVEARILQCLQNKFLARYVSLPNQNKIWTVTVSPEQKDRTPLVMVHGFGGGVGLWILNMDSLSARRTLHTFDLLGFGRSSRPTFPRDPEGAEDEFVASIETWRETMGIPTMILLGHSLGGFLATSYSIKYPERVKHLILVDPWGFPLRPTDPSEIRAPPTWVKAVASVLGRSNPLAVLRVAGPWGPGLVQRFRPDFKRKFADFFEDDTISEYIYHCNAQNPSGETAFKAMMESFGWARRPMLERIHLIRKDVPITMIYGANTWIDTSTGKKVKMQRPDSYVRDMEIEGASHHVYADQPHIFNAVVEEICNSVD
#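 Assay system: Wild-type mouse ABHD4 protein | Medium: HEPES pH 7.0 buffer, 150 mM NaCl, 0.01% Pluronic F-127 | Incubation: Enzyme–compound pre-incubation 45 min, then probe 60 min, both 25 °C | Technique: Fluorescence polarization with parallel and perpendicular emission, 525/598 nm | Evaluation: % inhibition of FP-Rh probe binding versus controls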
# The depositor's hits bear a star; . = no result given. A portion of the library; the hit share may differ from the screen's.
mol,NR1D1 modulator,rCAG binder,TCR-CD3 inh,HTRA1 inhibitor,LEDGF integ inh,MBD2 DNA inh,mABHD4 FP,UHRF1 MBD2 ctr,PRMT1 inh,PG9 binder
COC(=O)c1ccc2ccn(CC(=O)NC3CCCCC3)c2c1,8,-4,-2,-5,0,7,2,1,0,16*
COc1ccc(-c2noc(CSc3nc(N)c(-c4ccccc4)c(=O)[nH]3)n2)cc1,3,0,6,-1,3,-3,-7,-1,4,-0.6
CCN1CCN(C(=O)c2cc3c(-c4ccc(Cl)cc4)nn(C)c3s2)CC1,-4,11,1,-12,1,2,3,-2,-5,0.3
CC(O)CNc1nc2c(c(=O)n(Cc3ccc(Br)cc3)c(=O)n2C)n1C (stereo unspecified),-2,-5,-5,1,-2,-3,0,-2,-3,0.2
CCOC(=O)c1c(C)oc2c(CC(=O)c3ccccc3)c(Cl)c(O)c(O)c12,-3,9,-6,46*,-8,-2,26,2,27*,0.9
CC1=C/C(=C/N(C)C)C(=O)O1,-1,4,12,-1,11,5,-5,3,6,-1.9
Cc1ccc(S(=O)(=O)N(C)C)cc1NC(=O)C1CCC1,-4,-2,4,5,1,0,4,2,-3,-1.2
O=C(Nc1cccc(S(=O)(=O)N2CCCC2)c1)c1cccc(OC(F)F)c1,1,3,7,-16,2,-1,-8,-2,3,-0.7
CC(C)(C)NC(=O)C(=O)NN=C1CCCCCCC1,3,-9,3,7,2,2,0,4,0,-1.3
COc1ccc(C/C(N)=N/OC(C)=O)cc1OC,2,2,5,8,-1,-2,-7,-4,0,-0.3
COc1ccc(Nc2c3c(nc4c(-c5ccccc5)c(C)nn24)CCC3)cc1,0,1,-3,1,0,-3,0,1,-3,0.5
O=C(CCC(=O)N1CCOc2ccccc21)NCCCN1CCN(Cc2ccccc2)CC1,-3,-3,-6,-6,-4,2,-3,1,0,-1.5
COc1ccc(NC(=O)CSc2nnc(-c3cccs3)n2N)c(OC)c1,13*,4,-5,1,-1,3,-1,1,7,-1.0
CC1=C(C(=O)N(C(C)C)C(C)C)CC(CC(=O)NCC2CCCCC2)C(=O)N1Cc1ccc(F)cc1 (stereo unspecified),9,-1,1,.,-2,-6,9,0,-2,-0.8
COC(=O)c1cc(Br)c(=O)n(-c2ccccn2)c1,-1,0,8,0,1,-6,8,37*,-2,0.9
CN1CCN(S(=O)(=O)c2cccc(C(=O)Oc3cccc(Br)c3)c2)CC1,-7,-4,-3,1,0,0,-2,1,-1,-1.4
O=C(NCc1ccc2c(c1)OCO2)C(=O)NCC1CCCO1 (stereo unspecified),-3,-2,3,4,2,-3,-4,0,-5,-3.0
COc1ccc(OCC(=O)Nc2cccc(-c3nc4ccccc4o3)c2)cc1,26*,4,0,-11,-5,0,-7,3,2,5.7
COc1ccc(CSC(=S)NNc2ccccc2)cc1,-9,6,2,13,1,-2,-4,-1,14,-2.3
CC1Cc2ccccc2N1CC(=O)NC(=O)NC1CCCCC1 (stereo unspecified),2,-4,4,8,3,3,1,3,-3,-4.1
O=C(Cn1cnc2scc(-c3ccc(Br)cc3)c2c1=O)N1CCOCC1,6,0,-6,1,-1,7,4,0,2,-0.5
CCS(=O)(=O)c1cc([N+](=O)[O-])c(Sc2ccccc2NC(C)=O)s1,1,4,3,6,0,1,2,-1,8,0.5
CC(NC(=O)c1ccccc1Cl)c1nnc(SCC(=O)Nc2ccc(C(=O)O)cc2)n1C (stereo unspecified),0,2,5,4,1,2,2,17,0,-1.5
C=CCNC(=O)c1cccc(OC2CCN(CC(C)(C)C)CC2)c1,4,-2,7,3,3,5,-1,-4,-2,0.2
COc1ccc2oc(C(=O)OCC(=O)Nc3ccc(C(=O)N(C)C)cc3)c(C)c2c1,-2,2,-7,-3,-4,-1,0,-2,0,-0.7
CCCCN1CC(N2CCN(C)CC2)CS1(=O)=O (stereo unspecified),2,4,-7,.,-10,-5,2,3,-3,-0.1
Cc1cc2nnc(SC(C)C)n2c2ccccc12,2,-2,6,-2,0,-1,3,-3,-1,-2.5
CCC(C(=O)Nc1nnc(-c2ccco2)s1)c1ccccc1 (stereo unspecified),15*,5,0,-5,2,-1,-2,3,13,1.1
O=C(C1=C[C@H](c2coc3ccccc3c2=O)C[C@H](OCc2ccc(CO)cc2)O1)N1CCOCC1,6,-2,-4,-2,-2,3,1,1,0,-2.4
COc1ccc(-c2nn(CC(=O)NCCc3ccccc3)c(=S)n2C)cc1,6,-4,2,1,4,2,4,0,2,0.3
COc1ccc(NC(=O)CSc2nc3ccsc3c(=O)n2CCC(=O)O)cc1,-7,3,-6,4,2,0,8,-1,1,1.1
Cc1ccccc1Nc1nc(N)nc(CSc2nnnn2C)n1,.,0,4,5,2,0,-5,-3,1,-1.4
CCNC(=S)Nc1ccc(NC(=O)c2ccccc2O)cc1,3,2,9,5,0,-4,1,-1,3,0.0
CC(C)(Oc1ccc(Cl)cc1)C(=O)NC1CCCCC1,8,-9,2,-6,-5,1,1,0,2,1.9
CS(=O)(=O)N1CCc2cc(S(=O)(=O)NCCNS(=O)(=O)c3ccc4c(c3)CCN4S(C)(=O)=O)ccc21,-8,13,3,2,-1,6,1,1,-2,-2.5
COC(=O)[C@H](Cc1ccccc1)NC(=O)[C@@H]1C[C@H]1[C@@H](NC(=O)OCc1ccccc1)c1ccccc1,-3,13,0,-20,0,-1,-7,5,2,-0.9
O=C(NNC(=O)c1ccc(Br)s1)c1cccc(S(=O)(=O)N2CCCC2)c1,2,32,-7,-2,-4,2,3,-1,-1,-1.1
CCN(C(=O)CSc1nnc(-c2ccccc2C)n1C)c1c(N)n(Cc2ccccc2)c(=O)[nH]c1=O,-6,-8,-5,1,-1,3,0,0,-1,1.5
Cc1ccc2c(c1)C1CN(C)CCC1N2S(=O)(=O)c1cc(C(F)(F)F)ccc1Cl (stereo unspecified),8,4,4,-7,-5,-2,2,-3,0,-0.6
COc1cccc(C2C(C(=O)NCc3ccccc3)=C(C)Nc3ncnn32)c1 (stereo unspecified),0,0,0,4,2,-2,1,-3,-4,1.3
Cc1cc(C)cc(Cn2cc(CN3CC(N4CCN(CCO)CC4)CS3(=O)=O)nn2)c1 (stereo unspecified),-4,1,5,.,-1,10,8,14,0,-1.0
Cc1ccc(C2NC(=O)c3ccccc3N2)c(C)c1 (stereo unspecified),-4,2,-2,3,-6,11,-14,2,4,-0.5
O=C1CCCc2c1cnc1ncnn21,-4,0,-2,1,-1,-4,0,-1,3,-1.3
Cc1ccc(Cl)cc1NC(=O)C1CC1c1ccccc1 (stereo unspecified),0,-1,9,-12,4,-4,-6,3,-3,-0.5
COc1ccc(CCNC(=O)c2c(C)nn(-c3ccccc3)c2Cl)cc1,0,-6,6,2,1,-4,2,-1,-2,-1.5
N#C/C(=C\c1ccccc1[N+](=O)[O-])C(=O)NCc1ccccc1,0,-8,-2,9,3,11,5,25*,8,-0.1
CCOc1ccc(C(=O)N2CCN(Cc3ccccc3)CC2)cc1OCC,-2,-7,-2,-13,-4,2,6,-1,3,-0.8
COC(=O)C(CC(C)C)NC(=O)c1ccc([N+](=O)[O-])cc1 (stereo unspecified),-1,-1,1,0,0,-1,0,-1,1,-2.0
O=C1CS/C(=C/C(=O)c2ccccc2)N1,0,2,-3,3,-1,-3,1,0,-2,-0.4
CCCn1c(NC(=O)c2ccccc2)nc2ccccc21,1,1,-3,-5,19*,2,-3,-1,3,-0.3
COC(=O)NCC(c1cccnc1)N1CCN(c2ccccc2F)CC1 (stereo unspecified),1,2,2,-5,-3,-1,-1,0,-4,-0.3
Cc1ccc(NC(=O)c2ccccc2)s1,1,6,-7,-5,7,0,0,5,1,-2.4
O=C(NCc1cccnc1)c1ccc(NC(=O)c2cccc([N+](=O)[O-])c2)cc1,-2,-3,3,-3,0,4,-4,1,-1,0.5
Cc1ccc2c(c1)CCCN2C(=O)c1cc(C)on1,-4,-4,1,3,-3,1,1,1,-2,-3.4
O=c1cc(O)c2c(=O)[nH]c(=O)n(-c3ccccc3)c2[nH]1,3,4,2,10,0,2,-13,1,0,-1.4
COc1ccc(NC(=O)Nc2ccc(F)cc2)cn1,-3,-3,0,0,-2,-1,0,1,-1,-0.9
CCOC(=O)C1CCN(C(=O)C(CC)c2ccccc2)CC1 (stereo unspecified),7,-4,-8,-3,-4,2,-3,1,2,-1.0
O=C(CSc1nnc2ccccn12)NNC(=O)c1ccc(Cl)cc1,-8,-1,-1,8,-5,-3,0,0,3,-0.8
O=C(Nc1ccccn1)c1cc2cc([N+](=O)[O-])ccc2s1,-10,0,-1,0,4,-2,-4,1,-3,-5.5
CC(O)(c1cccc(F)c1)c1nc(-c2ccncc2)cs1 (stereo unspecified),2,0,-4,.,-1,5,-6,-1,3,1.6

# New compounds follow
mol,NR1D1 modulator,rCAG binder,TCR-CD3 inh,HTRA1 inhibitor,LEDGF integ inh,MBD2 DNA inh,mABHD4 FP,UHRF1 MBD2 ctr,PRMT1 inh,PG9 binder
CCOc1ccc(C(=S)N2CCOCC2)cc1,0,-2,3,-1,4,-5,7,2,1,1.2
CCOC(=O)c1sc2nc(N3CCOCC3)c3c(c2c1N)CC(C(C)C)OC3 (stereo unspecified),18,1,3,6,3,-7,6,-3,-1,-1.5
O=C(Nc1ccccc1Cl)c1ccc2ccccc2c1,1,-1,0,-2,-5,4,-4,3,0,2.4
COc1ccc(CNC(=O)Nc2cccc3ccccc23)cc1,3,-1,-2,-4,1,1,-4,2,0,-0.6
COc1cccc(S(=O)(=O)Nc2ccc(C(=O)N3CCN(C(=O)c4ccco4)CC3)cc2)c1,-9,2,2,5,0,-1,4,-3,-2,0.7
Cc1occc1C(=O)NNC(=O)C1CC1,-2,3,0,-7,2,-2,4,2,-4,-1.2
O=C(Cc1cccc([N+](=O)[O-])c1)Nc1cccc(C(=O)N2CCCCC2)c1,-1,2,13,-4,2,-3,10,2,-2,0.0
CS(=O)(=O)Cc1ccc(C(=O)NNC(=O)c2cc(-c3ccccc3)n[nH]2)cc1,-8,2,-2,-2,2,-1,-1,-2,-2,-0.9

# Entries of single compounds, looked up by structure. Order of values: NR1D1 modulator, rCAG binder, TCR-CD3 inh, HTRA1 inhibitor, LEDGF integ inh, MBD2 DNA inh, mABHD4 FP, UHRF1 MBD2 ctr, PRMT1 inh, PG9 binder
# `O=C(Cc1cccc([N+](=O)[O-])c1)Nc1cccc(C(=O)N2CCCCC2)c1` is listed with -1, 2, 13, -4, 2, -3, 10, 2, -2, 0.0
# `CS(=O)(=O)Cc1ccc(C(=O)NNC(=O)c2cc(-c3ccccc3)n[nH]2)cc1` is listed with -8, 2, -2, -2, 2, -1, -1, -2, -2, -0.9
